# Screening data: PubChem, The Scripps Research Institute Molecular Screening Center
# GPR151 activ – activators of human GPR151, primary screen, cell-based, PathHunter beta-arrestin, luminescence | G-protein coupled receptor 151 (Homo sapiens), Q8TDV0 | PathHunter beta-arrestin GPR151 cells | activation, % at 11.2 µM | actives 1% (n = 650,000); in the data active means activation above about 4.9%;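 further: 0% = median of compound wells and 100% = cells with positive control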
# Target sequence (Q8TDV0 whole entry, looked up): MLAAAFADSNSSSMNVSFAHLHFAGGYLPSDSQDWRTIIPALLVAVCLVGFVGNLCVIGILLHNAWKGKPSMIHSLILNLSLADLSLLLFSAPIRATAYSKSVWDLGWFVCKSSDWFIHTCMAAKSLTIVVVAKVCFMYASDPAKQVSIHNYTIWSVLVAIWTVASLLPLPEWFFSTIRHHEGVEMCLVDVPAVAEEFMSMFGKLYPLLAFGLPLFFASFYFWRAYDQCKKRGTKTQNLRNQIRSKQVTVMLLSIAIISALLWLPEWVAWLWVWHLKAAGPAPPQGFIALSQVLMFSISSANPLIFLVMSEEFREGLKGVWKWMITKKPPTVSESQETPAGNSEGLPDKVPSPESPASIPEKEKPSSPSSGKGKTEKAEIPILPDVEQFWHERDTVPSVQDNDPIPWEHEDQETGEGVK
# TEAD-YAP inh – TEAD-YAP interaction inhibition, primary screen, TEAD-YAP interaction inhibitor project, luminescence, HEK-TIYL cells; inhibition, % at 9.12 µM; AID 1259422, 2018; TEAD-Gal4/YAP UAS-luciferase luminescence; actives 1.4% (n = 640,000); in the data active means inhibition above about 32%;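 further: 0% = median of test compound wells and 100% = reference inhibitor wells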
# MITF primary – MITF inhibitors, primary screen, biochemical, AlphaScreen, human | AlphaScreen MITF homodimerization, bead proximity signal | inhibition, % at 2.6 µM | actives 0.91% (n = 650,000); in the data active means inhibition above about 50%;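 further: 0% = vehicle wells with protein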
# Target sequence (O75030 whole entry, looked up): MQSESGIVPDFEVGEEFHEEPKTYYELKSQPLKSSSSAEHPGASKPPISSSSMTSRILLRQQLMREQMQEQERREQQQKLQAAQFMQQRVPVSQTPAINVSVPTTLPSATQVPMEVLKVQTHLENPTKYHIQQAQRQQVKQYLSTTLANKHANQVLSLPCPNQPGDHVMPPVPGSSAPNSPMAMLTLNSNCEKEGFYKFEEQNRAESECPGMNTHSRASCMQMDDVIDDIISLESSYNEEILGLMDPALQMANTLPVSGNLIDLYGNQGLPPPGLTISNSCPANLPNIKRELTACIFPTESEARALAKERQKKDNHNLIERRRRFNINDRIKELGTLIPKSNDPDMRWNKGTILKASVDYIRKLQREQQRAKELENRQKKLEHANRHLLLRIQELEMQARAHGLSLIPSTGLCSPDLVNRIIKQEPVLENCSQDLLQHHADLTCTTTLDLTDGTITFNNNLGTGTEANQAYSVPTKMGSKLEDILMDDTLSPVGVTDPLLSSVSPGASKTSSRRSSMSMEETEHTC
# FBW7 act – FBW7 E3 ligase activators, primary screen, biochemical, AlphaScreen, human; F-box/WD repeat-containing protein 7 (Homo sapiens), Q969H0; AlphaScreen FBW7–phospho-cyclin E peptide binding, activator screen; normalized activity (activation), % at 26.1 µM; actives 0.13% (n = 650,000); AID 1259310, 2017; in the data active means normalized activity above about 1.9%;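 further: purified mutant Fbw7 with reduced substrate affinity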
# An asterisk follows results filed as active; · = no result given.
nr	Structure	GPR151 activ	TEAD-YAP inh
1	C=CCc1ccccc1OCC(O)CN(C(C)C)C(C)C (stereo not given)	-0.4	8
2	Cc1ccc(N2CC(C(=O)OCC(=O)c3ccc([N+](=O)[O-])cc3)CC2=O)cc1 (stereo not given)	1.8	-3
3	COc1ccc(S(=O)(=O)Nc2ccc3c(c2)OCO3)c2ccccc12	0.3	-1
4	CC(C)(Oc1ccc(Cl)cc1)C(=O)Nc1ccc(S(=O)(=O)N2CCOCC2)cc1	0.6	-15
5	Cc1cccc(-n2cc(-c3ccccc3)c3c(N4CCCCCC4)ncnc32)c1	-0.3	-2
6	CN1C(=O)c2cccc(NC(=O)c3cc(Cl)cc(Cl)c3)c2C1=O	0.6	-1
7	CCOc1ccccc1NC(=O)c1c(NC(=O)C(C)(C)C)sc2c1CCCC2	0.6	-16
8	CN(C)S(=O)(=O)N1CCC(Oc2ccc(C(=O)NCc3cccs3)cc2)CC1	0.1	13
9	Cc1noc(C)c1-c1nc(N)c2ncn(C3CCCCC3)c2n1	-0.6	-6
10	CC1(C)Cc2c(C#N)c(NCCN3CCOCC3)nc(-c3ccco3)c2CO1	0.8	4
11	Cc1cc(=O)oc2cc(NC(=S)N3CCC4(CC3)OCCO4)ccc12	0.1	2
12	O=C(Nc1cccc(F)c1)C1CC12CCN(Cc1cnc(-c3ccccc3)s1)CC2 (stereo not given)	-0.3	8
13	O=C(Nc1ccc(Oc2ccccc2)cc1)c1cncc(-c2ccc(C(=O)NC3CC3)cc2)c1	-1.6	-6
14	C[C@@H]1C[C@H]2[C@@H]3CCC4=CC(=O)C=CC4(C)[C@@]3(F)[C@@H](O)CC2(C)[C@H]1C(=O)CO (stereo not given in full)	0.5	-9
15	CS(=O)(=O)N1CCN(CC2CC3C=CC2C3)CC1 (stereo not given)	0.1	-16

nr	MITF primary	FBW7 act
1	8	0.1
2	-4	-0.2
3	20	0.3
4	8	0.1
5	-2	0.3
6	0	-0.1
7	-6	-0.5
8	-5	-0.1
9	16	0.0
10	0	0.1
11	21	-0.1
12	13	0.0
13	4	0.0
14	0	0.1
15	50	0.1

# Pulled by compound from above (four):
nr	Structure	GPR151 activ	TEAD-YAP inh
1	C=CCc1ccccc1OCC(O)CN(C(C)C)C(C)C (stereo not given)	-0.4	8
8	CN(C)S(=O)(=O)N1CCC(Oc2ccc(C(=O)NCc3cccs3)cc2)CC1	0.1	13
15	CS(=O)(=O)N1CCN(CC2CC3C=CC2C3)CC1 (stereo not given)	0.1	-16
5	Cc1cccc(-n2cc(-c3ccccc3)c3c(N4CCCCCC4)ncnc32)c1	-0.3	-2

nr	MITF primary	FBW7 act
1	8	0.1
8	-5	-0.1
15	50	0.1
5	-2	0.3

# Additional results.
nr	Structure	GPR151 activ	TEAD-YAP inh
16	C=CCN(CC=C)C(=O)C1CC(=O)c2sc(NC(=O)CC)nc2C1 (stereo not given)	-0.7	2
17	Cc1ccc(S(=O)(=O)NCCCN2CCN(c3ccccc3)CC2)cc1	1.0	9
18	COc1cccc(C2c3c(oc4ccc(F)cc4c3=O)C(=O)N2CCN(C)C)c1 (stereo not given)	2.0	-37
19	Cc1cc(C)n2cc(CSC3=NCCS3)nc2n1	0.2	7
20	Cc1cc(C)nc(SCC(=O)N/N=C/c2c(C)nn(-c3ccccc3)c2C)n1	2.1	-1
21	CCn1c(SCC(=O)Nc2cc(NC(C)=O)ccc2OC)nnc1-c1ccccn1	1.9	7
22	Fc1cccc(/C=N/Nc2ccc(C(F)(F)F)cn2)c1	0.7	-9
23	Cc1n[nH]c(=O)nc1N/N=C/c1ccc(O)cc1O	-5.7	42*
24	O=C(/C=C/c1ccco1)Nc1ccccc1[N+](=O)[O-]	-1.8	-55
25	O=C(CS(=O)(=O)c1ccc(Cl)cc1)N1CCN(c2nc3ccccc3s2)CC1	-1.2	-5
26	COc1ccc(C(=O)O)cc1Nc1cnn(C23CC4CC(CC(C4)C2)C3)c(=O)c1Cl	-0.5	-6
27	Cc1ccc(-c2nc(-c3ccccc3)c(-c3ccc(C(=O)c4ccccc4)cc3)[nH]2)cc1	9.6*	-6
28	CCCC(=O)Nc1cc(NC(=O)c2cccs2)ccc1C	-0.4	2
29	CCOCCOC(=O)C1=C(C)NC2=C(C(=O)CC(C)(C)C2)C1c1ccc(CC)cc1 (stereo not given)	-1.0	6
30	COc1ccc2oc(-c3ccccc3)c(C(=O)Nc3nccs3)c2c1	6.2*	4

nr	MITF primary	FBW7 act
16	4	-0.3
17	-2	-0.1
18	25	0.2
19	14	0.1
20	-2	-0.1
21	9	-0.5
22	-4	-0.1
23	97*	-0.8
24	32	-0.3
25	1	-0.1
26	13	0.1
27	-6	0.0
28	20	0.2
29	2	0.3
30	-11	0.0

# Carrying on.
nr	Structure	GPR151 activ	TEAD-YAP inh
31	NC1=NC(=O)C(Cc2cccc([N+](=O)[O-])c2)S1 (stereo not given)	2.1	-22
32	COc1ccc(CNC(=O)CN(C(=O)c2csnn2)c2cccc(F)c2)cc1	1.4	-2
33	CC(C(=O)N1CCc2ccccc2C1)N1Cc2ccccc2C1=O (stereo not given)	1.5	-9
34	CN(C)c1ncn(-c2ccc(Nc3nccc(-c4cncc(N5CCOCC5)c4)n3)cc2)n1	-0.1	63*
35	C=CCOc1c(CNc2ccc(S(N)(=O)=O)cc2)cccc1OC	1.3	3
36	C/C(N)=C(/C#N)C(=O)COC(=O)Cc1coc2cc3c(cc12)CCC3	-0.2	-2
37	O=c1cc(CSc2nnnn2-c2ccccc2)[nH]c(=S)[nH]1	-0.3	6
38	CC(C)CCNC(=O)/C=C/c1ccc([N+](=O)[O-])cc1	-0.5	-13
39	Cc1ccc(S(=O)(=O)NCCCOC(C)C)cc1	5.0*	11
40	O=C(NCc1ccc(F)cc1)c1cc2nc(-c3ccc(Cl)cc3)cc(C(F)(F)F)n2n1	0.9	10
41	COc1cc(C(=O)N/C(=C/c2ccc(Br)cc2)C(=O)NC(C)C(=O)O)cc(OC)c1OC (stereo not given)	0.2	5
42	Cc1ccc(C(=O)N/C(=C/c2cccs2)C(=O)N2CCCCCC2)cc1	0.1	-2
43	CCOc1ccccc1C(=O)NCCCc1ccccc1	0.3	-14
44	CC1Sc2cc(S(=O)(=O)C(C)CC(=O)Nc3cccc(F)c3)ccc2NC1=O (stereo not given)	2.9	10
45	CC[n+]1c(C)n(CCOCCn2c(C)[n+](CC)c3ccc(Cl)cc32)c2cc(Cl)ccc21	0.9	2

nr	MITF primary	FBW7 act
31	2	-0.1
32	6	0.0
33	-52	-0.1
34	-5	-0.2
35	13	0.9
36	-10	0.1
37	14	0.1
38	10	0.2
39	3	-0.1
40	3	0.6
41	7	0.0
42	9	0.1
43	-16	-0.1
44	-19	-0.1
45	15	-0.1

# Next section:
nr	Structure	GPR151 activ	TEAD-YAP inh
46	O=C(NCc1ccccc1)c1ncn[nH]1	-0.3	2
47	CC1=C(C(=O)N2CCOCC2)C(c2ccc(C(F)(F)F)cc2)NC(=O)N1 (stereo not given)	0.4	-4
48	O=C(CN1CCOCC1)Nc1c2c(nc3c1CCC3)CCC2	-0.5	2
49	Cc1cc(C)n(CCNC(=O)CC2C(=O)NCCN2CC2CCCCC2)n1 (stereo not given)	0.5	7
50	COc1cccc(/C=C(\C#N)c2nn(-c3ccccc3)c(N)c2C#N)c1	-1.6	-30
51	COC(=O)c1ccc(Cn2c([N+](=O)[O-])cnc2C)cc1	-1.0	-2
52	COc1ccc(S(=O)(=O)N(CC(=O)N2CCC(C(N)=O)CC2)c2ccc(F)cc2)cc1	0.2	3
53	COC(CN(C)c1ccc(-c2ccc(Cl)cc2)cn1)OC	-1.0	-41
54	CCc1cccc2c(C(=O)CSc3nc(N)cc(=O)[nH]3)c[nH]c12	0.5	-3
55	O=S(=O)(Cc1ccccc1)N1CCCC1	2.9	-3
56	COc1ccc(C2C(C(=O)OCc3ccccc3)=C(C)NC3=C2C(=O)CCC3)cc1 (stereo not given)	0.1	5
57	COc1ccc(C2C3=C(CC(C)(C)CC3=O)Nc3c2ccc2ccccc32)cc1OC (stereo not given)	-1.1	2
58	Cc1ccc(-c2nc3ccccc3c(=O)n2Cc2c(F)cccc2F)cc1	-2.8	-23
59	CN(Cc1cnn(C)c1)C(=O)c1cc(C(c2ccccc2)c2ccccc2)no1	-0.3	-45
60	Cn1c(Nc2nc(NCCO)c3ncn(-c4ccccc4)c3n2)nc2ccccc21	0.4	8

nr	MITF primary	FBW7 act
46	21	-0.8
47	11	-0.1
48	14	0.1
49	13	0.8
50	8	-0.1
51	78*	0.2
52	3	-0.1
53	23	0.7
54	5	0.0
55	12	0.0
56	4	0.2
57	14	0.4
58	4	0.0
59	20	0.0
60	12	0.0

# New compounds follow:
nr	Structure	GPR151 activ	TEAD-YAP inh
61	COCC1=NN(c2ccccc2)C(=O)/C1=C\c1c(C)[nH]n(-c2ccccc2)c1=O	-0.4	-8
62	CCOc1ccccc1NC(=O)C1c2ccccc2C(=O)N(C)C1c1cccs1 (stereo not given)	-0.3	-4
63	COc1ccc(NC(=O)NC(C)C2CCCO2)cc1OC (stereo not given)	2.0	4
64	COc1ccc(-c2nc3n(n2)C(c2cccc(OC)c2OC)C(C(N)=O)=C(C)N3)cc1 (stereo not given)	1.6	6
65	O=C(Nc1cccnc1)c1ccc(OCc2ccccc2Cl)cc1	-6.7	-13
66	CN(Cc1ccccc1)C(=O)CSc1nnc(-c2cc(N(C)C)nc(N(C)C)n2)n1C	-0.1	-7
67	O=C(NCc1ccc2c(c1)OCO2)c1ccc2c(c1)NC(=O)c1ccccc1S2	1.6	1
68	c1ccc(CCn2c3ccccc3c3nnc(SCc4ccccc4)nc32)cc1	-1.5	-3
69	Cc1ccc(Cn2ncc3c(N4CCN(C)CC4)ncnc32)cc1	-1.6	0
70	Cn1c(=O)oc2cc(S(=O)(=O)N3CCN(c4ccc(Cl)cc4)CC3)ccc21	0.0	-4
71	CC1CCc2c(sc(NC(=O)C34CC5CC(CC(C5)C3)C4)c2C(N)=O)C1 (stereo not given)	0.2	11
72	CCn1cc(C(=O)O)c(=O)c2cc(F)c(N(C)CCc3ccc(OC)c(OC)c3)cc21	1.3	8
73	Cc1noc(C)c1CN1C(=O)C(C)Oc2cc3c(cc21)CCCC3 (stereo not given)	0.2	1
74	CCOC(=O)c1c(C)nc2cc(C(=O)Nc3ccc(F)cc3F)nn2c1C	-1.9	-5
75	CCOc1cccc(NC(=O)/C(C#N)=C\c2ccc(C(=O)O)cc2)c1	0.2	-2

nr	MITF primary	FBW7 act
61	12	0.1
62	-1	0.0
63	6	-0.1
64	6	0.0
65	13	0.5
66	-2	0.0
67	-2	-0.2
68	8	0.0
69	12	0.0
70	14	0.7
71	-15	0.0
72	-3	0.1
73	6	-0.1
74	10	0.1
75	-20	-0.2

# The results go on.
nr	Structure	GPR151 activ	TEAD-YAP inh
76	COc1ccc(CCN2CCC(c3nc(-c4ccsc4)no3)CC2)cc1OC	-0.2	-1
77	O=C(CCSc1nc(-c2ccco2)cc(C(F)(F)F)n1)N1CCCC1	-0.4	-7
78	CC(=O)c1c(C)oc2ccc(N(C(=O)Oc3ccccc3)S(=O)(=O)c3ccccc3)cc12	1.9	-13
79	C/C=C(\C)CN1CCc2nnc(CCNC(=O)c3ccc(F)cc3)n2CC1	0.1	3
80	COc1ccc(C2=C/C(=C(/C#N)C(=O)NCC3CCCO3)c3cc(C)ccc3O2)cc1 (stereo not given)	-0.9	6
81	Cc1cc(C)cc(NC(=O)COc2cccc3ccc(N4CCN(C(=O)c5ccco5)CC4)nc23)c1	0.1	24
82	CN1CCN(c2ccc(NC(=O)c3cccc(-n4cc(NC(=O)Cc5ccccc5)cn4)c3)cc2)CC1	-2.3	-7
83	O=[N+]([O-])c1ccccc1OCc1csc(-c2ccccc2)n1	-0.5	-38
84	N#Cc1nc(Sc2ccccc2)nc(Sc2ccccc2)n1	-1.8	-9
85	CC(OC(=O)c1cc(=O)[nH]c2ccccc12)C(=O)c1ccccc1 (stereo not given)	0.7	-6
86	CCOC(=O)C1(Cc2ccc(OC)cc2)CCN(C(=O)c2ccoc2C)CC1	2.1	-19
87	FC(F)(F)c1ccc(-c2noc(COc3ccccc3)n2)cc1	0.6	4
88	O=C(O)CSCC(=O)Nc1ccc(N2CCOCC2)cc1	-0.3	-9
89	O=C(NNc1ccc(S(=O)(=O)N2CCCC2)cc1[N+](=O)[O-])c1cccs1	-0.4	4
90	CCOC(=O)CCN1C(=O)[C@H]2[C@@H]3C(=CC[C@H]2C1=O)C(=O)[C@H]1O[C@H]1[C@H]3O	-1.1	·

nr	MITF primary	FBW7 act
76	2	-0.2
77	13	0.1
78	-3	0.0
79	4	-0.1
80	5	0.2
81	19	0.1
82	7	-0.2
83	-2	0.0
84	-3	0.1
85	-10	-0.1
86	-9	0.0
87	2	-0.1
88	5	-0.1
89	-2	-0.2
90	-2	0.7
